Source: PubChem (several laboratories)
zVAD death inh – blocks zVAD induced death of L929 cells | viability rescue, % at 10 µM | L929 zVAD necroptosis rescue, ATP luminescence, 24 h; with zVAD 60 µM | 220,000 compounds, 0.38% hits;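 active means activation, scaled between plate controls, above about 75%, limit read from the data; inactive means activation under that limit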;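 further: 0% = zVAD with DMSO and 100% = DMSO alone without zVAD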
TNF death inh – inhibitors of TNF-alpha induced necroptosis in Jurkat FADD-/- cells | Jurkat FADD-/- TNF necroptosis rescue, ATP luminescence, 24 h; 0 = TNF only, 100 = no-TNF cells | activation (protection from cell death), % at 10 µM | 220,000 compounds, 0.068% hits | AID 463075;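 active means activation, meaning protection from cell death, of at least 50% relative to plate controls; inactive means activation below 50%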;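 further: necroptosis triggered by 40 ng/mL TNF-alpha added together with compound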
RBBP9 inhibitor – inhibitors of human serine hydrolase RBBP9. recombinant RBBP9, FP-Rh probe fluorescence polarization. AID 1515. 220,000 compounds, 0.2% hits. inhibition, % at 7.94 µM;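 active means inhibition above the campaign mean of all tested compounds plus 3 SD, cut at about 14% in these data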;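 further: plate controls were DMSO wells with RBBP9 for no effect and wells lacking RBBP9 protein for full effect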
Target sequence (O75884 whole entry, looked up): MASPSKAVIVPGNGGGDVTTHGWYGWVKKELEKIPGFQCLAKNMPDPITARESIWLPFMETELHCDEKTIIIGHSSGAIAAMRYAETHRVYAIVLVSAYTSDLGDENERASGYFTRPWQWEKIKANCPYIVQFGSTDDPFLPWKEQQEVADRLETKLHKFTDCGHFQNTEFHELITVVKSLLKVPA
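Material: RBBP9 protein. Amount: RBBP9 at 2.5 µM in dispensed solution, before mixing. Schedule: 30 min then 45 min, 25 °C. Medium: Tris buffer pH 8.0, NaCl, Pluronic. Measured by: fluorescence polarization. Measure: percent inhibition from mP, scaled between DMSO and no-protein wells. Replication: one well per compound.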
Runt-SMMHC FRET – blocks binding of human RUNX1 Runt domain to CBFb-SMMHC. inhibition, % at 20 µM. Cerulean-Runt/Venus-CBFb-SMMHC FRET ratio 530/480, 1 h. 220,000 compounds, 0.74% hits. Q01196+Q13951;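 active means mean inhibition across duplicate retests at 20 µM reaching about 50%, limit read from the data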;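 further: 0% = DMSO wells and 100% = wells with excess untagged CBFb-SMMHC; inhibitors lower the FRET ratio by blocking Runt binding to CBFb-SMMHC; some results filed as inactive read as strong as hits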
Target sequence (Q01196 whole entry, looked up, the tested form may be a part): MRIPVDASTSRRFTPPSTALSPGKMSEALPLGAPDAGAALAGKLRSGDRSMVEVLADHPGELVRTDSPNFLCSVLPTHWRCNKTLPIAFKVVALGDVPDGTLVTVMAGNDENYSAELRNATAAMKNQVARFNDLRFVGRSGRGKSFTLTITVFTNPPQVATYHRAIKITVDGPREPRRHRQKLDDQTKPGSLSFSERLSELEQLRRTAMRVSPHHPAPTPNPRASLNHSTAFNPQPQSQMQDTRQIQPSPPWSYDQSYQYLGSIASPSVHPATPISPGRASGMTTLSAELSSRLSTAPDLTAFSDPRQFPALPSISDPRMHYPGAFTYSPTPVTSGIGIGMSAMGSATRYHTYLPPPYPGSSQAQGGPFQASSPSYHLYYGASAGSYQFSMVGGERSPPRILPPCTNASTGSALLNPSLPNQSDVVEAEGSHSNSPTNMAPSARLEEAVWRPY
Target sequence (Q13951 whole entry, looked up, the tested form may be a part): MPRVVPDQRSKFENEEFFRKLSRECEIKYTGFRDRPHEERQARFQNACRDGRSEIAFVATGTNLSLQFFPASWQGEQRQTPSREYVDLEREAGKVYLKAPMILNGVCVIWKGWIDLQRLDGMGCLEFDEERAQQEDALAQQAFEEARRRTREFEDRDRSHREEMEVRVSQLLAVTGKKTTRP
PERK inhibitor – inhibitors of human PERK kinase; Q9NZJ5; CHO PERK-DD fusion, SEAP luminescence translation reporter; inhibition, % at 5.6 µM; 220,000 compounds, 0.17% hits; AID 1416;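 active means inhibition above the mean inhibition of all tested compounds plus 3 SD, set separately per screening campaign, cut at about 2.9% in these data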;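 further: PERK kinase domain activated by AP20187 dimerizer at 100 nM; 0% = DMSO with dimerizer and 100% = rapamycin at 8.4 µM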
PGE2 EP2 inh – inhibitors of human EP2 prostaglandin E2 receptor. P43116. C6 glioma cells expressing human EP2, cAMP TR-FRET; cells stimulated with saturating PGE2. inhibition, % at 25 µM. 260,000 compounds, 0.52% hits. AID 1422;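 active means percent inhibition above 40 after rounding to a whole number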;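 further: rat C6 glioma host cells with rolipram phosphodiesterase inhibitor present; the protocol text gives 20 µM as final concentration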
Hck-Nef inh – human Hck-Nef kinase inhibition. Recombinant Hck-YEEI plus Nef, Z-Lyte FRET kinase assay. inhibition, % at 20 µM. 220,000 compounds, 0.68% hits;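 active means Hck-Nef kinase inhibition above about 50%, limit read from the data; inactive means inhibition below that limit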;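 further: 0% = DMSO with Hck plus Nef and 100% = Hck alone without Nef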
EP2 mod – modulators of human EP2 prostaglandin E2 receptor | 260,000 compounds, 0.83% hits | P43116 | EP2-expressing cells, cAMP HTRF FRET, PGE2 co-stimulation | induction, % at 25 µM;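 active means compounds whose cAMP rise, as percent of the full-agonist control response, exceeds 60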;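 further: rat C6 glioma line stably carrying human EP2 under a CMV promoter; the protocol text gives 20 µM as final concentration; 100% = response of wells given 1 µM PGE2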
Runt-CBFb FRET – blocks binding of human RUNX1 Runt domain to CBFb; inhibition, % at 20 µM; Cerulean-Runt/Venus-CBFb FRET ratio 530/480, 1 h; AID 1496; Q01196+Q13951; 220,000 compounds, 0.46% hits;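 active means inhibition over about 50% at 20 µM in the single-dose screen, limit read from the data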;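 further: 0% = DMSO wells and 100% = excess unlabeled CBFb competitor control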
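Assay system: Cerulean-tagged RUNX1 Runt domain (FRET donor) fusion protein / Amount: 100 nM each of Venus-CBFb and Cerulean-Runt domain / Medium: Tris buffer pH 7.5 with salts and BSA / Also added: Venus-CBFb 100 nM / Schedule: 1 h complex formation plus 1 h compound treatment, room temperature / Signal: FRET fluorescence / Read-out: loss of energy transfer signal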
The depositor's hits bear a star; . = not tested or not shown; & = joins results of further samples. This is a subset (hit frequency here may not be typical).

nr	Molecule	zVAD death inh	TNF death inh	RBBP9 inhibitor	Runt-SMMHC FRET	PERK inhibitor	PGE2 EP2 inh	Hck-Nef inh	EP2 mod	Runt-CBFb FRET
1	O=C(NNC1CC(=O)N(c2ccccc2)C1=O)c1cccnc1 (stereo unspecified)	1.9	1.8	-7	-3	1.9	14	-1	-1	1
2	CCOC(=O)C1CCN(C(=O)c2cc3c(=O)n4ccccc4nc3n2C)CC1	2.2	0.5	-1	51*	0.9	9	13	9	22
3	Cc1c(Cl)cccc1NC(=S)N1CCOCC1	-0.4	-0.9	3	-8	0.9	4	4	9	0
4	O=C(/C=C/c1ccccc1)Nc1ccc(NC(=O)c2cccs2)cc1	5.1	2.3	-12	-1	-1.2	5	10	-21	-1
5	COc1ccc(CNC(=O)c2ccc[nH]2)cc1	4.0	1.0	-9	-5	1.4	5	3	-9	2
6	O=C(Nc1ccccc1N1CCN(c2ccc(F)cc2)CC1)C12CC3CC(CC(C3)C1)C2	0.3	0.8	-5	-2	0.5	4	4	40	-2
7	O=C(NCc1ccc(Cl)cc1)C1CCN(S(=O)(=O)c2ccc(F)cc2)CC1	-0.5	2.2	-7	1	1.4	7	-2	-8	-2
8	Cc1ccc2nc(-c3ccc(NC(=O)C4CCCO4)cc3)[nH]c2c1 (stereo unspecified)	1.9	4.1	-2	4	-1.0	3	11	-23	0
9	Nc1nnn(CC(=O)N/N=C/C=C/c2ccccc2)n1	0.7	2.6	-9	-2	1.7	4	0	-26	0
10	CN(C)/N=C/C=C1\CC/C(=C\c2ccc(Br)cc2)C1=O	0.7	-11	-15	-26	0.1	.	-1	-12	7
11	Nc1n[nH]c(-c2ccccc2[N+](=O)[O-])n1	0.3	0.5	-7	-1	0.3	8	2	-10	2
12	c1ccc(-c2ccc3c(c2)NC(C2Nc4cc(-c5ccccc5)ccc4O2)O3)cc1 (stereo unspecified)	0.3	-1.4	-5	2	0.2	11	9	-12	10

The final 6 compounds of the part before come first, to join the parts:
nr	Molecule	zVAD death inh	TNF death inh	RBBP9 inhibitor	Runt-SMMHC FRET	PERK inhibitor	PGE2 EP2 inh	Hck-Nef inh	EP2 mod	Runt-CBFb FRET
7	O=C(NCc1ccc(Cl)cc1)C1CCN(S(=O)(=O)c2ccc(F)cc2)CC1	-0.5	2.2	-7	1	1.4	7	-2	-8	-2
8	Cc1ccc2nc(-c3ccc(NC(=O)C4CCCO4)cc3)[nH]c2c1 (stereo unspecified)	1.9	4.1	-2	4	-1.0	3	11	-23	0
9	Nc1nnn(CC(=O)N/N=C/C=C/c2ccccc2)n1	0.7	2.6	-9	-2	1.7	4	0	-26	0
10	CN(C)/N=C/C=C1\CC/C(=C\c2ccc(Br)cc2)C1=O	0.7	-11	-15	-26	0.1	.	-1	-12	7
11	Nc1n[nH]c(-c2ccccc2[N+](=O)[O-])n1	0.3	0.5	-7	-1	0.3	8	2	-10	2
12	c1ccc(-c2ccc3c(c2)NC(C2Nc4cc(-c5ccccc5)ccc4O2)O3)cc1 (stereo unspecified)	0.3	-1.4	-5	2	0.2	11	9	-12	10
13	CC(C)CC1(C)NC(=O)N(CC(=O)Nc2cccc(S(=O)(=O)N(C)c3ccccc3)c2)C1=O (stereo unspecified)	0.7	-0.1	-6	2	1.5	3	8	-37	-1
14	COCCn1c(-c2ccsc2)nc2c1c(=O)[nH]c(=O)n2CC(C)C	-0.6	0.5	-2	-4	-0.1	5	4	14	2
15	COC(=O)C(NC(=O)c1ccccc1)(Nc1nccs1)C(F)(F)F (stereo unspecified)	0.8	-0.7	-6	0	0.9	4	2	1	-1
16	COc1ccc(OCCOC(=O)c2[nH]c(C)c(C(C)=O)c2C)cc1	5.0	-0.3	-1	-4	-0.3	3	26	-63	0
17	COc1ccc2cc(Br)ccc2c1CC(=O)NC(C)(C)C	1.3	3.9	-2	-4	-0.1	15	4	29	-2
18	CCCN1Cc2cccc(C(=O)Nc3ccc4c(c3)OCO4)c2C1=O	2.8	2.1	-7	-2	-0.7	.	-2	20	-1
19	O=[N+]([O-])c1ccc(-n2cnc3ccccc32)c([N+](=O)[O-])c1	4.1	-0.6	4	8	1.7	4	8	-6	4
20	CC1CN(c2nc(-c3ccccc3)nnc2-c2ccccc2)CC(C)O1 (stereo unspecified)	-0.3	-3.8	-5	-1	-0.9	9	-1	32	-4
21	Cc1ccsc1/C=N/N1CCN(c2ccccc2)CC1	0.3	-1.8	-3	-5	0.8	10	1	-2	-3
22	COc1ccc(CC(=O)Nc2cccc(S(=O)(=O)N3CCCCCC3)c2)cc1OC	0.4	-3.6	6	-3	-1.1	7	1	-17	1
23	OCCC1CN(Cc2cnc(-c3ccccc3)s2)CCN1C1CCCC1 (stereo unspecified)	0.0	1.4	-10	0	0.3	6	21	-33	0
24	C=CCc1ccc(OC(=O)c2ccccc2)c(OC)c1	-0.3	-0.5	-13	-2	-0.4	18&15	4	40&20	-2

Shown as a hit in Runt-SMMHC FRET, of those listed so far:
No.	mol	RBBP9 inhibitor	Runt-SMMHC FRET	PERK inhibitor	Hck-Nef inh	EP2 mod	Runt-CBFb FRET
2	CCOC(=O)C1CCN(C(=O)c2cc3c(=O)n4ccccc4nc3n2C)CC1	-1	51*	0.9	13	9	22

Next structures follow.
nr	Molecule	zVAD death inh	TNF death inh	RBBP9 inhibitor	Runt-SMMHC FRET	PERK inhibitor	PGE2 EP2 inh	Hck-Nef inh	EP2 mod	Runt-CBFb FRET
25	CCOc1c(Cl)cc(C(=O)Nc2ccccc2C(=O)O)cc1Cl	1.9	-0.5	-2	-8	-0.2	3	1	-1	-1
26	CC1CN(C(=O)/C=C/c2ccc([N+](=O)[O-])s2)CC(C)O1 (stereo unspecified)	-0.4	-18	-3	0	-0.5	3	16	24	2
27	CN(/N=C/c1c[nH]c2ccccc12)c1cnn(-c2ccc(F)c(Cl)c2)c(=O)c1Cl	0.6	-0.4	-6	-50	0.5	5	0	-22	-51
28	CCN(CC)S(=O)(=O)c1ccc(OC)c(NC(=O)COc2ccccc2[N+](=O)[O-])c1	1.1	0.2	-3	1	1.0	6	53*	25	3
29	O=C(CN1CCN(S(=O)(=O)c2ccc(Br)cc2)CC1)N/N=C/c1ccc(Cl)c([N+](=O)[O-])c1	23	-4.8	3	-1	0.9	5	1	-5	2
30	CCC(Oc1nc2ccccc2nc1-c1ccccc1NC(C)=O)C(=O)c1ccccc1 (stereo unspecified)	-0.5	-4.6	4	-1	0.7	3	0	45	-1
31	Cc1nn(C(=O)c2ccco2)c(C)c1Sc1ccc(Br)cc1	0.0	-2.3	0	-2	2.6	.	1	-33	-1
32	COc1ccc(CNC(=O)CSc2cccc3cccnc23)cc1	0.3	1.7	7	-5	0.4	14	13	-57	-1
33	O=c1cc(-c2ccc(O)c(O)c2)oc2cc(O)cc(O)c12	85*	0.4	.	-80	.	27	91*	-30	10
34	Cc1ccc(Nc2nc(C)nc3c2oc2ccccc23)cc1	0.7	-2.4	-7	-1	-0.3	4	14	4	-3
35	COc1ccc(OC)c(/C=N\NC(=O)CSc2nnc(CCCc3ccc(OC)c(C)c3)o2)c1	-1.2	-5.9	-6	0	-0.9	12	-12	-1	-7
36	Cc1cccc(N(C(=O)CNC(=O)c2ccco2)C(C(=O)NCC2CCCO2)c2ccccc2)c1 (stereo unspecified)	0.6	-3.2	-10	-1	0.0	12	21	-15	-2
37	CCCC(=O)Nc1nn(C)c2nc3c(C)cccc3cc12	3.1	1.7	-4	39	0.7	16	8	-41	20
38	Cc1nn(-c2ccccc2)c(-c2ccccc2[N+](=O)[O-])c1C(=O)O	-1.1	0.0	-13	3	0.8	12	5	7	0
39	COc1ccc2cc1Oc1ccc(cc1)CC1c3c(cc(OC)c4c3Oc3cc5c(cc3O4)CCNC5C2)CCN1C (stereo unspecified)	-2.5	-27	-4	-3	-0.2	14	3	-13	0
40	Cc1ccccc1NC(=O)NCC1CCN(C(=O)OC(C)(C)C)CC1	0.5	-0.4	-14	-1	-0.2	11	-6	-3	0
41	CSc1cc(N2CCOCC2)nc(-c2ccccc2Cl)n1	1.0	-0.7	-7	6	0.1	3	2	43	-3
42	O=C(Nc1cccc(Cl)c1)OCc1cn(-c2ccccc2)nn1	1.0	1.7	-8	-1	1.2	5	19	-73	-1
43	O=C(Cn1c2c(sc1=O)C1c3ccccc3OCC1CS2)Nc1ccc(Cl)cc1 (stereo unspecified)	1.1	4.1	-10	-3	0.3	10	0	-41	0
44	Clc1ccc(OCCn2cnc(Cl)c2Cl)cc1	1.4	3.9	-1	-2	1.7	11	17	-8	0
45	FC(F)(F)c1cccc(CN2CCCCCC2)c1	-0.9	1.4	-11	-1	-0.7	9	-8	15	0
46	COC(=O)c1cc(NS(=O)(=O)c2ccc(NC(C)=O)cc2)cc(C(=O)OC)c1	-0.1	-0.8	1	1	0.8	10	1	23	.
47	CC(C)OC(=O)CSc1ncnc2c1cnn2Cc1ccccc1	-0.1	0.4	0	-3	1.1	10	2	6	-2
48	Cc1nn(Cc2ccccc2Cl)c(C)c1C(=O)Nc1nnc(C2CC2)s1	-0.1	-12	-7	0	-1.4	23	3	7	0
49	COC(C[C@H](O)[C@H](C)[C@H](O)COCc1ccccc1)OC	0.4	0.0	.	0	.	5	10	10	0
